# PGC1a acetyl inh = PGC1a acetylation modulation, inhibitor mode | U2OS PGC1a acetylation, AlphaScreen anti-acetyl-lysine; with virally co-expressed GCN5 acetyltransferase | inhibition, % at 15.6 µM | actives 0.17% (n = 350,000);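 active means every replicate shows inhibition of at least 40%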;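 further: 0% = neutral control wells and 100% = positive control wells; some results beyond the cut were filed as inactive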
# S100A4 inh HTS = S100A4-myosin IIA interaction inhibition; AID 652163; inhibition, % at 10.7 µM; actives 0.14% (n = 360,000); P26447; S100A4/TAMRA-MyoIIA peptide fluorescence polarization;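 active means mean inhibition of at least 70% across replicates, with every replicate also reaching that level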
# Target sequence (P26447 whole entry, looked up): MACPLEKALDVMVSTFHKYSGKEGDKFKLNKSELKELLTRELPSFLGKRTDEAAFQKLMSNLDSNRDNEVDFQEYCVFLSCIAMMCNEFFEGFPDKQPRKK
#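 assay system = human S100A4 monomer with TAMRA-labelled myosin IIA peptide | also added = labelled myosin peptide probe, 5 nM | incubation = 5 min between mix addition and reading | control set = DMSO and TFP controls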
# ERAP1 HTS inh = ERAP1 (human) enzyme inhibition. Q9NZ08. inhibition, % at 10.7 µM. recombinant ERAP1, Leu-AMC fluorescence, 60 min. AID 652197. actives 0.15% (n = 340,000);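 active means mean replicate inhibition of at least 30%, or all replicates individually reaching that 30% level; inactive means mean below 30% and not every replicate reaching it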;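 further: 0% = neutral control wells and 100% = L-leucinethiol positive control wells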
# Target sequence (Q9NZ08 whole entry, looked up): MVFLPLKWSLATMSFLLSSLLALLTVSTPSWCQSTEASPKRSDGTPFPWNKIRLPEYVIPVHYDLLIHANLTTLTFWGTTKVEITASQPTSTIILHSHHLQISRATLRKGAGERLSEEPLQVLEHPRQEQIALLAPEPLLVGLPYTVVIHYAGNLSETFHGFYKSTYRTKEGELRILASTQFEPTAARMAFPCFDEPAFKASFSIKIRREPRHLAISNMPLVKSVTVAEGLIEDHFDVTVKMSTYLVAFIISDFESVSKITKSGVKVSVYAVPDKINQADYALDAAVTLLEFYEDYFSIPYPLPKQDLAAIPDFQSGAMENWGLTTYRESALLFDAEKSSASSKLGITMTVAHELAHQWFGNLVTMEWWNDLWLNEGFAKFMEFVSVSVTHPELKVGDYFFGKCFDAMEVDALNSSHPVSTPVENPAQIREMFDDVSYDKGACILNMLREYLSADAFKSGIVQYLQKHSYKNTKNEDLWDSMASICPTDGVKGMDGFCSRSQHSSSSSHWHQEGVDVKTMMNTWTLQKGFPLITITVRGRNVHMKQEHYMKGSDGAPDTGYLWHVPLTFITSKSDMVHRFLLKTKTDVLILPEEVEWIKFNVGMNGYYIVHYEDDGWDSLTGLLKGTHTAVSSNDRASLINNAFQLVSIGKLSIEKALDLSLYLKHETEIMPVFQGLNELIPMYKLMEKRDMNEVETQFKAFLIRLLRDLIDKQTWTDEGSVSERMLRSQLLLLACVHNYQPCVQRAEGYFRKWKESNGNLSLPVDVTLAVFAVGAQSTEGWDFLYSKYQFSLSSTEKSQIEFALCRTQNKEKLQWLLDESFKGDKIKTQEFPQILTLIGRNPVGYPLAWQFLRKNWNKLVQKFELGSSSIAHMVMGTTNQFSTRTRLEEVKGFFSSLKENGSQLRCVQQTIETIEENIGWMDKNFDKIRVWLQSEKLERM
# FN deposit inh = fibronectin deposition inhibition | actives 0.086% (n = 350,000) | inhibition, % at 12.6 µM | AH1F fibroblasts, Alexa488-fibronectin deposition fluorescence, overnight | AID 743247;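 active means mean inhibition across replicates of 30% or more, regardless of how many single replicates reach that level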;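 further: positive control wells lacked labelled fibronectin entirely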
#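 Test system: AH1F fibroblast monolayer depositing Alexa488-labelled fibronectin into matrix. Input: 10000 cells per well. Technique: fluorescence, ex 485 nm, em 525 nm. Buffer or medium: DMEM plus 2% serum, read in PBS. Timing: 1 h cell adhesion before compound, then overnight fibronectin incubation. Compound: single dose, pinned. Read-out basis: inhibition from reduced deposited-fibronectin fluorescence.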
# PglD inh = inhibitors of Campylobacter jejuni PglD acetyltransferase; purified PglD enzyme, DTNB colorimetric CoA detection; inhibition, % at 12.5 µM; actives 0.098% (n = 360,000); in the data active means inhibition above about 16%, passing the limit was not always enough; further: strong numbers were not always called active
# EWS-Fli block = inhibitors of EWS/Fli oncoprotein transcriptional activity | actives 0.67% (n = 350,000) | A673 NR0B1-luciferase reporter, viability-normalised | inhibition, % at 12.6 µM;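 active means mean inhibition of at least 50% after viability correction, with every replicate also passing that limit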;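 further: firefly luciferase signal divided by Alamar Blue viability fluorescence both relative to DMSO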
# LGR2 antag = blocks bursicon-induced cAMP signaling via Drosophila LGR2; HEK293 LGR2, CRE-luciferase, bursicon-stimulated, 4 h; inhibition, % at 9.99 µM; actives 0.35% (n = 380,000);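 active means drop in luminescence signal, shown as inhibition above about 50% in the replicate tests, limit read from the data, passing the limit was not always enough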;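 further: agonist challenge used bursicon conditioned medium at about half maximal strength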
# PAX8 reporter = lowers PAX8-driven luciferase in RMG-I cells | RMG-I TPO-luciferase reporter, SteadyGlo, 24 h | inhibition, % at 12.6 µM | actives 1.2% (n = 360,000);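 active means mean replicate inhibition at least 60% with every replicate also reaching 60%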;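 further: luciferase light reporting Pax8 driven TPO promoter activity; plate controls were median of neutral control wells for no effect and mitoxantrone controls for full effect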
# * marks the source's active call; other numbers are inactive results; / = not tested or not shown.
entry	molecule	PGC1a acetyl inh	S100A4 inh HTS	ERAP1 HTS inh	FN deposit inh
1	CO[C@H]1CN(C)C(=O)c2cc(NS(=O)(=O)c3ccccc3)ccc2OC[C@@H](C)N(C)C[C@H]1C	/	-4	0	1
2	C[C@@H]1CN([C@H](C)CO)C(=O)c2cc(NC(=O)Cn3cnnn3)ccc2O[C@H]1CN(C)C(=O)Nc1ccccc1	1	1	-1	/
3	N#Cc1ccsc1NC(=O)c1cccc(-n2cnnn2)c1	1	-1	6	2
4	CC(C)c1ccccc1OCCCCCN1CCOCC1	-1	-1	-3	-6
5	CN(C)C(=O)CN1C(=O)NC2(CCc3ccccc32)C1=O (centres undefined)	/	1	-7	/
6	O=C(c1ccccn1)N1CC(=O)N2[C@H](CO)[C@H](c3ccc(C#Cc4ccccc4)cc3)[C@@H]2C1	-4	7	0	/
7	COc1cccc2sc(NNC(=O)c3nc4ccccc4s3)nc12	-8	-2	-4	-10
8	Cc1ccc(S(=O)(=O)Nc2ccc3c(c2)nc(CCN2CCCCC2)n3C)cc1	10	-4	0	0

entry	PglD inh	EWS-Fli block	LGR2 antag	PAX8 reporter
1	8	3	14	4
2	-2	1	1	/
3	1	-27	-7	-174
4	-2	0	-4	-11
5	2	1	4	-4
6	/	13	5	/
7	4	14	-6	55
8	-4	-3	6	55

# Remaining list, next part.
entry	molecule	PGC1a acetyl inh	S100A4 inh HTS	ERAP1 HTS inh	FN deposit inh
9	COc1ccc(C(=O)N/C(=C\c2ccccc2)C(=O)Nc2ccc(C(=O)O)cc2)cc1	7	1	5	0
10	O=C(c1ccccc1)N1N=C(c2ccccc2)CC1(O)C(F)(F)F (centres undefined)	/	4	-3	19
11	C/C(=N\Nc1ccccc1)c1cccc(N)c1	11	-3	0	-2
12	Cc1ccc(NC(=O)CNC(=O)Cc2cccc3ccccc23)nc1	/	-8	-7	-1
13	Cc1cnc(=O)[nH]c1SCc1cccc([N+](=O)[O-])c1	-3	-4	5	-7
14	CC1(C(=O)NS(=O)(=O)c2ccccc2)CCN1C(=O)CCc1ccc(Cl)cc1Cl (centres undefined)	2	0	-1	-1
15	NC(c1csc(Nc2ccc(C(=O)c3ccccc3)cc2)n1)C1CCCCC1 (centres undefined)	-13	-27	-1	0
16	COc1ccc(CCN=C(N)NS(=O)(=O)c2ccc(F)cc2)cc1	/	-2	3	0

entry	PglD inh	EWS-Fli block	LGR2 antag	PAX8 reporter
9	5	0	-7	10
10	/	6	-49	-12
11	-5	-56	-29	-53
12	2	0	3	/
13	5	/	-30	-4
14	-2	-13	-1	-24
15	0	37	-2	15
16	/	10	5	-14

# Values in list order from the list:
# Nos. 10 to 13 in S100A4 inh HTS: 4, -3, -8, -4
# Nos. 10 to 13 in LGR2 antag: -49, -29, 3, -30

# The list continues.
entry	molecule	PGC1a acetyl inh	S100A4 inh HTS	ERAP1 HTS inh	FN deposit inh
17	Cc1cc2c(cc1C)CSC(c1c(O)ccc3ccccc13)SC2	3	/	/	7
18	COc1ccccc1C#Cc1cnc2c(c1)C(=O)N([C@H](C)CO)C[C@@H](C)[C@H](CN(C)C(=O)CC1CC1)O2	6	-8	-3	9
19	Cc1sc2ncn(Cc3ccccc3F)c(=O)c2c1C	/	2	1	3
20	CCNc1nc2c(cnn2C)c(=O)[nH]1	/	-8	3	-1
21	COc1ccc(CC(=O)NCC(=O)NC(Cc2ccccc2)C(=O)O)cc1 (centres undefined)	/	-1	5	7
22	CC(=O)NC1C(=O)N=C(SCC(=O)NC(C)c2ccccc2)NC1=O (centres undefined)	/	-1	2	/
23	COc1ccc(CCc2ccc3ccccc3n2)cc1	-15	2	0	-8
24	C/C=C/c1ccccc1[C@H]1[C@@H](C#N)N(C(=O)CN2CCOCC2)[C@@H]1CO	-1	12	0	2

entry	PglD inh	EWS-Fli block	LGR2 antag	PAX8 reporter
17	-1	/	/	49
18	-3	1	-2	/
19	/	4	9	-6
20	-9	-10	3	-164
21	5	3	1	-22
22	-5	8	-13	/
23	-3	-80	-63	-261
24	/	-11	-15	/

# The listing continues.
entry	molecule	PGC1a acetyl inh	S100A4 inh HTS	ERAP1 HTS inh	FN deposit inh
25	C[C@H](CO)N1C[C@H](C)[C@H](CN(C)C(=O)Nc2cc(F)ccc2F)Oc2cc(C#CC3CCCC3)ccc2S1(=O)=O	15	-2	0	/
26	C[C@H]1CN([C@@H](C)CO)C(=O)c2c(c3ccccc3n2C)-c2ccccc2CO[C@H]1CN(C)C(=O)CCN(C)C	-13	-3	-1	0
27	Cc1ccc(N(C)S(=O)(=O)c2cccc(C(=O)OCC(=O)N(C)Cc3ccccc3)c2)cc1	/	-6	-1	-6
28	CCCC(C)NC(=O)c1sc2nc3n(c(=O)c2c1C)CCC3 (centres undefined)	/	2	-3	1
29	Cc1ccc2nsnc2c1NC(=O)Cc1ccc(Cl)cc1	-6	-1	-1	17
30	C=CCn1c(SCC(=O)NNC(=S)Nc2ccccc2)nnc1-c1ccccc1	-5	7	3	14
31	O=C(C[C@@H]1CC[C@@H]2[C@H](COC[C@H](O)CN2S(=O)(=O)c2ccc(Cl)cc2)O1)N[C@H]1CCN(Cc2ccccc2)C1	-1	-9	-1	-2
32	CN(C)c1cccc(CNC(=O)c2csc([C@@H]3O[C@H](CO)[C@@H](O)[C@H]3O)n2)c1	4	-2	1	-8

entry	PglD inh	EWS-Fli block	LGR2 antag	PAX8 reporter
25	-2	-3	-7	58
26	3	-13	15	-40
27	-4	-2	9	12
28	/	-21	1	-11
29	4	-16	-33	7
30	2	1	2	8
31	3	4	-3	8
32	-2	-4	3	8

# Shown with each value named: entries from further up.
28: CCCC(C)NC(=O)c1sc2nc3n(c(=O)c2c1C)CCC3 (centres undefined)
  PGC1a acetyl inh = /
  S100A4 inh HTS = 2
  ERAP1 HTS inh = -3
  FN deposit inh = 1
  PglD inh = /
  EWS-Fli block = -21
  LGR2 antag = 1
  PAX8 reporter = -11
29: Cc1ccc2nsnc2c1NC(=O)Cc1ccc(Cl)cc1
  PGC1a acetyl inh = -6
  S100A4 inh HTS = -1
  ERAP1 HTS inh = -1
  FN deposit inh = 17
  PglD inh = 4
  EWS-Fli block = -16
  LGR2 antag = -33
  PAX8 reporter = 7
30: C=CCn1c(SCC(=O)NNC(=S)Nc2ccccc2)nnc1-c1ccccc1
  PGC1a acetyl inh = -5
  S100A4 inh HTS = 7
  ERAP1 HTS inh = 3
  FN deposit inh = 14
  PglD inh = 2
  EWS-Fli block = 1
  LGR2 antag = 2
  PAX8 reporter = 8
31: O=C(C[C@@H]1CC[C@@H]2[C@H](COC[C@H](O)CN2S(=O)(=O)c2ccc(Cl)cc2)O1)N[C@H]1CCN(Cc2ccccc2)C1
  PGC1a acetyl inh = -1
  S100A4 inh HTS = -9
  ERAP1 HTS inh = -1
  FN deposit inh = -2
  PglD inh = 3
  EWS-Fli block = 4
  LGR2 antag = -3
  PAX8 reporter = 8

# (continued)
entry	molecule	PGC1a acetyl inh	S100A4 inh HTS	ERAP1 HTS inh	FN deposit inh
33	Cc1ccc2c(Cl)c(C)c(N3CCCC3)nc2n1	-3	22	4	12
34	Cc1ccc(C)c(N(CC(=O)Nc2ccccc2C(=O)NCc2ccco2)S(=O)(=O)c2ccccc2)c1	5	/	/	5
35	COc1cccc(C(NC(C)=O)c2nc(-c3ccc(C)c(C)c3)cs2)c1 (centres undefined)	-24	4	-2	-10
36	COc1ccc(CCN2CC(C(=O)NCCc3cccnc3)CCC2=O)cc1 (centres undefined)	4	-14	-5	/
37	O=C(NCc1ccccc1Cl)C1CCCN1S(=O)(=O)c1ccccc1F (centres undefined)	-3	-1	-1	-4
38	CN(C)n1cnc2ccsc2c1=O	-7	2	2	-3
39	O=C(c1cnccn1)N1CC(=O)N2[C@H](CO)[C@@H](c3ccc(/C=C/c4ccccc4)cc3)[C@H]2C1	-7	-5	2	3
40	CCn1cnc2cc(NCc3nc4ccccc4n3C)ccc21	5	11	1	/

entry	PglD inh	EWS-Fli block	LGR2 antag	PAX8 reporter
33	2	10	16	-8
34	10	/	2	9
35	6	-1	40	-8
36	2	-2	-8	-14
37	-1	-11	7	-11
38	/	-4	-7	0
39	/	0	10	-28
40	-6	-33	2	/

# Following part:
entry	molecule	PGC1a acetyl inh	S100A4 inh HTS	ERAP1 HTS inh	FN deposit inh
41	Cc1noc(C)c1NC(=O)Nc1ccc2c(c1)C(=O)N([C@H](C)CO)C[C@@H](C)[C@H](CN(C)Cc1ccc(C(F)(F)F)cc1)OCCCC[C@H](C)O2	-23	2	1	/
42	NC[C@@H]1O[C@H](C23CC4CC(CC(C4)C2)C3)Cc2c1ccc(O)c2O	15	-7	31*	-11
43	C[C@@H]1CN([C@H](C)CO)S(=O)(=O)c2ccc(Br)cc2O[C@@H]1CN(C)S(=O)(=O)c1ccc(F)cc1	-13	-1	2	-9
44	COc1ccc(OC)c2sc(N(CCCN(C)C)C(=O)CCS(=O)(=O)c3ccccc3)nc12	/	0	-2	/
45	Cc1noc(C)c1S(=O)(=O)Nc1ccc2c(c1)C(=O)N([C@H](C)CO)C[C@H](C)[C@@H](CN(C)Cc1ccncc1)O2	11	11	2	/
46	CCC(=O)Nc1ccccc1N1CCN(c2ccc(F)cc2)CC1	-21	-4	3	3
47	COc1ccc(NC(=O)C2(C)CCN2CC2CCCCC2)cc1OC (centres undefined)	/	10	12	/
48	N/C(=N/S(=O)(=O)c1ccccc1)c1cccc([N+](=O)[O-])c1	/	-4	0	/

entry	PglD inh	EWS-Fli block	LGR2 antag	PAX8 reporter
41	-1	10	-10	-20
42	6	23	30	41
43	-1	5	10	10
44	-1	43	25	108*
45	-45	-12	12	/
46	1	-26	-10	-3
47	7	5	-12	-17
48	0	-1	1	-18

# Further records:
entry	molecule	PGC1a acetyl inh	S100A4 inh HTS	ERAP1 HTS inh	FN deposit inh
49	C[C@H]1CN([C@@H](C)CO)C(=O)c2cc(NS(=O)(=O)c3ccc(Cl)cc3)ccc2O[C@@H]1CN(C)Cc1ccc(C(=O)Nc2ccccc2N)cc1	4	5	-1	/
50	COc1ccc(NC(=O)N(C)C[C@@H]2Oc3ccc(NC(=O)Nc4c(C)noc4C)cc3C(=O)N([C@H](C)CO)C[C@H]2C)cc1	-3	/	/	/
51	O=C(CSC1=NCCN1)Nc1ccccc1[N+](=O)[O-]	-12	2	-1	3
52	CN(C(=O)COC(=O)c1n[nH]c2ccccc12)c1ccccc1	8	-4	-2	-3

entry	PglD inh	EWS-Fli block	LGR2 antag	PAX8 reporter
49	5	34	-2	/
50	-2	-4	7	0
51	/	11	-14	26
52	/	-15	-7	-38

# Screening data from PubChem BioAssay.

# Outcome played no part in choosing rows. Share with any hit: about 2.1%.
